# Cardio protect – cardioprotection against H2O2-induced cell death, primary screen, uHTS, H9c2 cells, ATPLite luminescence | H9c2 cardiomyocytes, H2O2 injury protection, 2 h | protection from H2O2 cell death, % at 20 µM | 360,000 tested, 0.63% active | AID 588492, 2011;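 active = compounds giving at least 50% protection of heart cells from peroxide-induced death in the single-dose screen, raw or plate-pattern-corrected value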;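 note: 0% = DMSO wells with peroxide and 100% = DMSO wells without peroxide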
# ABCB6 inh 2 – ABCB6 transporter inhibitors, primary screen, K562-ABCB6 cells, flow cytometry, MLPCN library. ATP-binding cassette sub-family B member 6 (Homo sapiens), Q9NP58. K562-ABCB6 porphyrin accumulation, 1 h; hits give low values. fluorescence ratio to DMSO, % at 10 µM. 360,000 tested, 0.19% active. AID 602162, 2011;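 active = fluorescence ratio to DMSO below 75%, the collection mean minus 3 SD; inconclusive = too few cells collected in the well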;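 note: signal is porphyrin accumulated inside mitochondria; 100% equals median channel fluorescence of DMSO control wells; lower ratio means ABCB6 inhibition with less porphyrin fluorescence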
# Target sequence (Q9NP58 whole entry, looked up): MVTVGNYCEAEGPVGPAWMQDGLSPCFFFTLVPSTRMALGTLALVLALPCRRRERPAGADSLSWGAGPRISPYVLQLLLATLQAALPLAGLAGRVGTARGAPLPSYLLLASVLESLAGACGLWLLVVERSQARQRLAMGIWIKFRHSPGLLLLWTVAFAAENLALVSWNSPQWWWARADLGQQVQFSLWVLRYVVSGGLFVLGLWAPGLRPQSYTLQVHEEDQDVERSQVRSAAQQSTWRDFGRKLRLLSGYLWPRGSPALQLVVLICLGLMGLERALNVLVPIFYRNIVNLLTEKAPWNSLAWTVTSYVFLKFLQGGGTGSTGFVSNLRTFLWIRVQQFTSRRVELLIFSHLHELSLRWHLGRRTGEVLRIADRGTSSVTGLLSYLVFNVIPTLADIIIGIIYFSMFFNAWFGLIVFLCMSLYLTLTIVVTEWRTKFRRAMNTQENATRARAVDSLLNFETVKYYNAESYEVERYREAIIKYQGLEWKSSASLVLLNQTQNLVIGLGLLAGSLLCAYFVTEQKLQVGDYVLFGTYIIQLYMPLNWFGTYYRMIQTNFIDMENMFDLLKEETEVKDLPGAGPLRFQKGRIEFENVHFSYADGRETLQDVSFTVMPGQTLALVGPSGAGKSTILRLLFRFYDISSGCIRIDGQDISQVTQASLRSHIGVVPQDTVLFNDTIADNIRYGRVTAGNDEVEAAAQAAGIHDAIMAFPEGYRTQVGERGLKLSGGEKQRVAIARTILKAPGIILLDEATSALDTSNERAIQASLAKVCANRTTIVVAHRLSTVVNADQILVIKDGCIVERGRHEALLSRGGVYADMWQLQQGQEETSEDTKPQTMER
# Granule exo inh – LAMP-1 surface exposure blockers, TALL-104 cells – cell-based, flow cytometry, MLPCN library, primary screen; TALL-104 LAMP-1 surface exposure; cells stimulated with thapsigargin and PMA; inhibition, % at 10 µM; 360,000 tested, 0.66% active; AID 651702, 2012;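 active = inhibition above about 55%, limit read from the data; inconclusive = no clear call, values can overlap the other calls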
# Vif inh – HIV Vif self-association inhibitors, primary screen, imaging, HEK293T, single point | HEK293T cells, Vif self-association by quenched fluorescence, 24 h | inhibition, % at 7.49 µM | 340,000 tested, 0.35% active | AID 602346, 2012; in the data active = inhibition above about 50%, passing the limit was not always enough; inconclusive = no clear call, values can overlap the other calls; inactive = below about 31%; note: some results filed as inactive read as strong as hits
# PDI inh – inhibitors of human PDI, primary screen, biochemical, turbidity, single point, plate reader; AID 588391, 2011; 350,000 tested, 0.052% active; inhibition, % at 10 µM; PDI insulin aggregation turbidity, A650, 90 min;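 active = mean inhibition across replicates of 30% or more, whatever share of single replicates reach that level; inconclusive = mean inhibition below 30% while every single replicate reaches 30%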;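 note: absorbance from insulin aggregation driven by PDI reduction with DTT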
# Glyco luc inh – increase of ERlucT glycosylation luciferase signal, primary screen, N-linked glycosylation inhibitor project, D54 ERlucT cells, luminescence, set 2. D54 ERlucT glycosylation luciferase reporter, 24 h; percent of 100 nM tunicamycin response. reporter increase, % at 12.5 µM. 360,000 tested, 0.23% active;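 active = mean luciferase reporter signal, scaled so untreated is 0 and the glycosylation-blocking control 100, at or above a set limit in every replicate; inconclusive = mean reaches the limit but not every replicate does; inactive = mean below the limit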;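 note: luciferase carries N-glycosylation sites so blocking glycosylation raises the light; 0% = median of neutral control wells and 100% = median of 100 nM tunicamycin wells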
# aDG glyco act – activators of alpha-DG glycosylation, primary screen, uHTS, Pro5-aDG cells, AlphaScreen; activation, % at 10 µM; alpha-DG glycosylation AlphaScreen (IIH6); 0% Pro5, 100% B10-LARGE cell signal; 360,000 tested, 0.22% active;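 active = activation of at least 8% versus controls, or a plate z-score of at least 8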;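 note: Pro5 are CHO cells carrying HIG-tagged alpha-DG that lacks glycosylation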
# iPSC survival up – enhancers of single-cell hiPSC survival, primary screen, ATPlite luminescence; survival enhancement, % at 20 µM; 100% = ROCK inhibitor wells, 0% = DMSO; 360,000 tested, 0.044% active; in the data active = survival enhancement above about 18%;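 note: cells exposed to compounds for 16 hours before the ATP read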
# CaV13 FRET inh – Primary screen for inhibitors of IQ motif and Ca2+-dependent inactivation inhibitor domain binding in CACNA1D, Förster resonance energy transfer in living cells, …. HEK cells, CFP/YFP FRET ICDI-IQ, plate reader, 10 min; percent FRET-ratio fall versus neutral wells. inhibition, % at 12.3 µM. 340,000 tested, 0.098% active;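 active = mean replicate inhibition of at least 30% and at least 1% of replicates passing that level; inconclusive = only one of the two criteria is met; inactive = neither criterion is met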;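 note: 0% = median of the neutral control wells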
# HTR2A ag – mouse Htr2a agonists via beta-arrestin recruitment, primary screen, cell-based, luminescence | 5-hydroxytryptamine receptor 2A (Mus musculus), P35363 | CHO-K1 mHTR2A beta-arrestin complementation; percent of 30 µM serotonin response | activation, % at 7.6 µM | 360,000 tested, 0.66% active | AID 624169, 2012;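 active = activation above a run cutoff, the mean activation of all tested compounds plus 3 SD, cut at about 14% in these data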;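 note: 0% = plate median of compound wells and 100% = 30 µM serotonin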
# An asterisk follows results filed as active; ? = inconclusive; . = not tested or not shown. Random draw from the library (roughly 3.1% active in at least one column).
molecule	Cardio protect	ABCB6 inh 2	Granule exo inh	Vif inh	PDI inh	Glyco luc inh	aDG glyco act	iPSC survival up	CaV13 FRET inh	HTR2A ag
C=CC(C)(O)CCCC(C)CCCC(C)CCCC(C)C (configuration not stated)	0	101	-3	160*	.	-1	0.2	-1.6	.	-4
CSCCC(NC(=O)c1ccc(Cl)cc1Cl)C(=O)N1CC(C)OC(C)C1 (configuration not stated)	-1	95	1	3	-8	2	0.1	-0.4	-5	8
CC(=O)N(c1ccccc1)C1SC(=O)N(c2ccccc2)C1=O (configuration not stated)	1	93	-1	0	-5	2	-0.1	1.5	-9	4
N/C(=N\S(=O)(=O)c1cccs1)c1ccccc1Cl	-1	100	-4	3	10	0	-0.1	-0.1	-7	-1
Cc1ccc(-c2nc(Nc3cccc(C)c3)sc2CC(=O)O)cc1	-6	105	2	-8	.	0	-0.3	-1.6	-6	-7
Cc1c(N(C(=O)CNC(=O)c2ccccc2)C2(C(=O)NC3CCCCC3)CCCCC2)c(=O)n(-c2ccccc2)n1C	-1	100	2	3	-6	-1	-0.2	0.1	-2	-4
CCOc1ccc2c(c1)C(N(CCN1CCOCC1)C(=S)Nc1ccccc1OC)CC(C)(C)O2 (configuration not stated)	-13	97	1	-2	5	-2	0.1	-0.6	-1	0
Cn1cc([N+](=O)[O-])c(C(=O)N/N=C/c2ccc([N+](=O)[O-])cc2)n1	2	98	-3	5	3	0	-0.2	-0.2	-6	20*
CN(C)S(=O)(=O)c1ccc(Cl)c(NC(=O)CNC2(C)CCS(=O)(=O)C2)c1 (configuration not stated)	3	98	-1	-9	15	-1	0.1	2.4	-3	5
Cc1nc2c3ccccc3nc(NNC(=O)CCC(=O)N3CCN(c4ccc(F)cc4)CC3)n2n1	0	96	-2	-3	-10	2	0.0	-0.1	-3	0
O=C(NCc1cc(C(F)(F)F)cc(C(F)(F)F)c1)C12CN(Cc3ccccc3)CC1C(c1cccc([N+](=O)[O-])c1)=NO2 (configuration not stated)	0	102	-6	.	-1	2	0.1	0.1	.	-8
O=C(NCC1CC1)[C@]1(C(F)(F)F)C[C@H](CCC2CCCCC2)CCCO1	-2	94	-6	-8	-2	1	-0.1	1.2	-7	9
Cc1ccnc(Sc2ccc([N+](=O)[O-])cc2[N+](=O)[O-])n1	-4	96	-3	-7	-6	10	2.5	-1.9	-9	0
C=CCNC(=O)c1ccc(Cn2cc(C(F)(F)F)ccc2=O)cc1	2	95	-2	-13	2	2	-0.5	0.4	-7	0
COc1cc(F)ccc1-c1cc(C(=O)NCc2cc(C(F)(F)F)cc(C(F)(F)F)c2)[nH]n1	-11	91	-11	-8	-12	0	0.1	1.0	-6	9
Cc1ccc(NC(=S)N(CCN2CCOCC2)Cc2ccccc2F)cc1Cl	-3	100	-2	-3	-9	0	0.1	-0.4	4	-2
O=C(Oc1nsnc1N1CCOCC1)N(c1ccccc1)c1ccccc1	2	89	1	17	1	-3	0.9	0.1	-6	-1
CCc1nn(CC(=O)NCCC2=CCCCC2)c(=O)c2cc3cc(F)ccc3n12	-2	98	-2	0	-1	-1	-0.1	-0.1	-5	9
N#CC1=C(SCC(=O)NC2CCCCC2)NC(=O)CC1c1ccco1 (configuration not stated)	5	94	2	6	-5	1	0.5	-2.9	-1	3
Cc1cn([C@H]2C[C@H](O)[C@@H](CCC(=O)NCc3ccc4c(c3)OCO4)O2)c(=O)[nH]c1=O	5	100	3	6	.	1	-0.1	-2.9	-4	-1
CC1(C(=O)NCc2cccs2)Cc2c(-c3ccccc3)ccnc2O1 (configuration not stated)	4	102	6	.	4	17	-0.1	-3.9	-6	-1
COc1ccc(NC(=S)NC(=O)/C=C/c2ccccc2)cc1	-6	100	-6	12	5	-1	-0.1	-0.5	0	1
CN(C)CC(=O)N1CCc2ccccc2C1	5	97	3	-2	0	1	-0.2	0.2	-6	5
Cc1cc(OCc2nc(-c3cccs3)no2)cc(C)c1Cl	-3	99	0	13	4	-2	7.7*	1.5	-7	-1
CCC1CCCCN1CC(O)Cn1c2ccccc2n2c(=O)cc(C)c(C#N)c12 (configuration not stated)	12	96	3	0	6	8	0.0	0.0	-3	-2
OCCC1CN(Cc2cnn(-c3ccc(F)cc3)c2)CCN1Cc1ccsc1 (configuration not stated)	-1	98	1	5	4	0	-0.1	-0.8	-2	-5
O=C(CCc1ccccn1)NC1CCCc2c1cnn2-c1ccc(F)cc1F (configuration not stated)	-6	98	-6	8	-8	-3	0.1	-0.9	-7	-1
CCN1CCN(C(=O)C2c3cc(OC)c(OC)cc3C(=O)N(C)C2c2ccc(SC)cc2)CC1 (configuration not stated)	10	94	5	9	6	3	-0.4	0.9	-5	-3
CC(=O)Nc1nc(SCC(=O)NCC2CCCO2)[nH]c(=O)c1NC(=O)c1cccs1 (configuration not stated)	1	108	-3	6	-1	2	0.0	-1.1	-7	9
CC(Sc1nnc(Cc2cccs2)n1C)C(=O)Nc1ccc(C(N)=O)cc1 (configuration not stated)	8	101	-1	3	-1	3	0.3	7.8	-6	-2
CCOC(=O)C1=CNS(=O)(=O)NC1c1ccccc1 (configuration not stated)	8	100	-3	-4	0	2	-0.2	-1.3	-7	1
COc1ccc(C(=O)N2CCCC(c3nc(-c4cccs4)no3)C2)cc1OC (configuration not stated)	10	93	-2	.	-7	-1	0.5	7.8	-7	2
Cc1cccc(OCC(=O)Nc2ccccc2F)c1	0	107	-5	-2	6	-2	-0.5	0.2	7	-1
COC(=O)c1ccc(CNC(=O)COC(=O)CNS(=O)(=O)c2ccc(C)cc2)cc1	2	92	-1	-4	-1	2	-0.1	0.8	-11	7
COc1ccc(N2CCN(C(=O)c3ccc(S(=O)(=O)NCc4ccco4)cc3)CC2)cc1	-3	94	-8	-3	-6	3	0.2	-0.2	-16	0
CC(=O)Nc1ccc(OCCC[n+]2cccc(C(=O)[O-])c2)cc1	2	98	0	10	1	3	-0.7	-0.1	-5	1
Cc1cc(C)n(C(=O)COc2ccccc2C)n1	-1	94	-1	6	-4	1	-0.2	-2.1	-7	1
COc1ccc(Cl)cc1NC(=O)CCn1cnc2ccccc2c1=O	2	92	13	-8	5	2	0.1	-3.4	-6	-2
O=C(CN1CCC(NC(=O)c2ccc(F)cc2)CC1)NCc1ccccc1F	2	99	-6	-2	-3	0	0.0	-0.8	-3	0
Cc1c(N(C)CS(=O)(=O)O)c(=O)n(-c2ccccc2)n1C	-2	100	1	-10	13	1	0.2	-0.7	-5	-1
COC(=O)c1cc(C(=O)N2CCOCC2)cc([N+](=O)[O-])c1	7	86	-3	2	5	2	0.4	0.6	-7	0
CN(Cc1ccccc1)S(=O)(=O)c1ccc(Cl)c(C(=O)NCCCN2CCCC2=O)c1	-5	99	-7	-2	12	1	0.1	0.7	-6	-4
COc1ccc(S(=O)(=O)Nc2ccc3c(c2)C(=O)N([C@H](C)CO)C[C@H](C)[C@@H](CN(C)C(=O)Nc2ccc(C(F)(F)F)cc2)OCCCC[C@H](C)O3)cc1	-8	98	10	-16	19	-6	0.6	-3.7	-5	2
C/C(Cn1nnc([N+](=O)[O-])n1)=N\NC(=O)c1ccc(C)cc1	-3	99	-3	2	3	7	1.5	-1.8	-5	-3
CN(CCc1ccccn1)C(=S)Nc1ccc(Cl)cc1Cl	1	95	0	0	7	1	0.7	0.1	-4	2
Cc1ccc(-c2cc(-c3ccc(Cl)cc3)c(C#N)c(N)n2)o1	1	120	45	-6	-3	-2	0.9	1.6	-12	1
CC(=O)c1c(C)[nH]c(C(=O)Nc2ccc(Cl)c(S(=O)(=O)N(C)C)c2)c1C	0	98	-6	-3	-2	10	-0.5	3.2	5	-1
CCOC(=O)C(NCCCCl)c1ccccc1 (configuration not stated)	3	93	0	1	5	1	-0.4	-0.4	.	-2
Nc1ccc(C(=O)OCC(=O)Nc2ccc([N+](=O)[O-])cc2C(F)(F)F)cc1	-1	97	-5	1	0	-1	1.5	0.3	-6	3
Cc1ccc(Cn2c(=O)c3c(ncn3C)n(C)c2=O)cc1	22	101	-6	10	-3	1	-0.2	-0.5	-3	3
Cc1ccc(N(C(=O)c2nsc(Cl)c2Cl)C(C(=O)NC2CCCC2)c2ccc(O)cc2)cc1C (configuration not stated)	-2	201	1	-2	-10	-8	0.1	-1.3	-5	-1
O=C(Nc1ccccc1C(F)(F)F)N1CCN(C(c2ccccc2)c2ccccc2)CC1	-3	97	0	-3	9	-2	0.0	-0.8	-6	-7
CC(C)Oc1ccc(C(CC(=O)O)NC(=O)Cc2ccccc2)cc1 (configuration not stated)	11	96	2	0	-3	2	-0.1	-0.5	-19	0
F[B-](F)(F)COCc1ccccc1Br	10	102	0	-5	-9	2	0.0	6.7	-8	-4
COC(=O)c1ccccc1C(=O)N1CCCC(CNC(=O)c2ccc(F)cc2)C1 (configuration not stated)	-3	100	-1	3	-1	0	-0.3	-0.4	-3	-4
CSc1n[nH]c(/N=C/c2oc(O)c3ccccc23)n1	4	109	-2	-1	1	0	0.6	-3.2	-16	1
CC(C)(C)NC(=O)CN(Cc1ccc(F)cc1)C(=O)Cn1nnc(-c2ccc(F)cc2)n1	3	102	-1	58*	9	-2	0.0	-0.4	-5	5
CC(C)C[C@H](NC(=O)Nc1ccc2c(c1)OCCO2)C(=O)O	5	94	1	6	9	1	-0.2	0.7	-5	3
COC(=O)CN(c1ccc(C)cc1)S(=O)(=O)c1c(C)[nH]c(=O)[nH]c1=O	4	106	-3	5	0	1	0.0	4.7	-5	1
CC1CC(C)(C)CC2(C1)NC(=O)N(CC(=O)Nc1cc(C(F)(F)F)ccc1N1CCCCC1)C2=O (configuration not stated)	-4	94	0	10	11	-9	0.3	-0.7	-6	-9

# (continued)
molecule	Cardio protect	ABCB6 inh 2	Granule exo inh	Vif inh	PDI inh	Glyco luc inh	aDG glyco act	iPSC survival up	CaV13 FRET inh	HTR2A ag
Cc1ccc(NC(=O)c2ccc(CNc3c(N4CCC(C)CC4)c(=O)c3=O)cc2)cc1	0	93	1	?	0	-4	-0.2	0.6	-4	2
O=C(NCC1(c2ccccc2)CCCC1)C(=O)NCC1(c2ccccc2)CCCC1	-1	98	3	-1	1	1	0.0	0.7	-5	4
CCOC(=O)c1c(NC(=O)CSc2nnc(-c3c[nH]c4ccccc34)n2CCOC)sc2c1CCCC2	-11	99	8	-1	.	2	-0.4	-0.1	-3	-2
O=C(Nc1ccc(F)cc1)c1cccc(N2C(=O)C3C4C=CC(C4)C3C2=O)c1 (configuration not stated)	-3	94	0	-8	1	-2	0.1	0.0	-2	6

# Bioassay records from PubChem.
